NRP1-CendR mod: modulators of CendR peptide binding to NRP-1, primary screen, biochemical, fluorescence polarization, uHTS. Neuropilin-1 (Homo sapiens), O14786. FAM-RPARPAR peptide binding to NRP-1. inhibition, % at 25 µM. 360,000 tested, 0.85% active. AID 602438, 2012;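 active = inhibition or corrected inhibition above about 18%, plus a signal ratio from 0.5 to 1.5, limit read from the data, passing the limit was not always enough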; also: strong numbers were not always called active
SKN-1 inh: suppressors of acrylamide-induced Pgst-4::GFP reporter in worms, primary screen, SKN-1 inhibitor project, whole organism, uHTS, GFP/RFP fluorescence ratio, strain VP596; C. elegans VP596 Pgst-4::GFP/RFP ratio, 24 h; inhibition, % at 21.8 µM; 360,000 tested, 0.49% active; AID 624304, 2012;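 active = interference check ratio from 0.5 to 1.5 plus GFP to RFP signal ratio inhibition reaching or exceeding a fixed threshold, cut at about 30% in these data, passing the limit was not always enough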; also: some compounds called inactive have numbers as strong as hits
FAS-TE inh: FAS thioesterase domain inhibitors, primary screen, biochemical, fluorescence intensity, uHTS; Fatty acid synthase (Homo sapiens), P49327; recombinant FAS-TE, OMFH fluorogenic substrate, fluorescence endpoint; inhibition, % at 15 µM; 360,000 tested, 0.67% active; AID 602261, 2012;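 active = compounds whose normalised, plate-corrected inhibition of enzyme fluorescence in the single-dose primary screen is 50% or more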;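 also: 0% = DMSO with enzyme and 100% = substrate without enzyme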
MLLE-PAM2 inh: inhibitors of PABP1 MLLE–PAM2 peptide binding, primary screen, biochemical, fluorescence polarization, FITC-PAM2, GST-MLLE. Polyadenylate-binding protein 1 (Homo sapiens), P11940. inhibition, % at 20 µM. 360,000 tested, 0.36% active. AID 588489, 2011; in the data active = inhibition above about 35%, passing the limit was not always enough;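 also: plate controls were DMSO wells with GST-MLLE for no effect and wells lacking GST-MLLE protein for full effect; some results filed as inactive read as strong as hits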
MT1-MMP act inh: blockers of MT1-MMP proenzyme processing, primary screen, HT1080 RFP-PRO-GFP cells, GFP/RFP fluorescence | Matrix metalloproteinase-14 (Homo sapiens), P50281 | GFP/RFP ratio fluorescence, overnight; percent of plate control window, DMSO zero | GFP/RFP ratio change, % at 20 µM | 360,000 tested, 0.061% active;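 active = GFP/RFP ratio change of at least 30% with cell ATP level not reduced by more than half and red fluorescence within 50% of control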; also: strong numbers were not always called active
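Test system: HT1080 cells expressing an RFP-PRO-GFP fluorescent reporter construct / Compound dosing: single-point 20 µM compound, 1% DMSO / Schedule: cells overnight before dosing, compound overnight, 37 °C, 5% CO2 / Evaluation: GFP/RFP fluorescence ratio / Control set: DMSO and RFP-L50D-GFP cell wells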
Rin1-Abl PPI inh: inhibitors of Rin1-Abl protein binding, primary screen, biochemical, TR-FRET; AID 588664, 2011; inhibition, % at 7.35 µM; 360,000 tested, 0.4% active; in the data active = inhibition above about 5%, passing the limit was not always enough
MsrA act: bovine MsrA enzyme activators, primary screen, biochemical, absorbance, HTS; activation, % at 10.6 µM; 360,000 tested, 0.3% active; Methionine sulfoxide reductase A (Bos taurus); purified bovine MsrA, absorbance read-out; in the data active = activation above about 7.5%;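 also: 0% = vehicle and 100% = reference activator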
Neddyl block: inhibitors of cullin neddylation, primary screen, biochemical, TR-FRET, uHTS, NAE and Ubc12; NEDD8-conjugating enzyme Ubc12 (Homo sapiens) + NEDD8-activating enzyme E1 regulatory …; calls only at 25 µM; 360,000 tested, 0.58% active; AID 651699, 2012; in the data active = inhibition above about 36%
Target sequence (P61081 whole entry, looked up): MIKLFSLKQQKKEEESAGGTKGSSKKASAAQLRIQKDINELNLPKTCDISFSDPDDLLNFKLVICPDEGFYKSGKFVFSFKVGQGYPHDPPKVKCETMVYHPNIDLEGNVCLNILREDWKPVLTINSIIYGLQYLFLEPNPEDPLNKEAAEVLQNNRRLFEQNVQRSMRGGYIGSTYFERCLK
Target sequence (Q13564 whole entry, looked up): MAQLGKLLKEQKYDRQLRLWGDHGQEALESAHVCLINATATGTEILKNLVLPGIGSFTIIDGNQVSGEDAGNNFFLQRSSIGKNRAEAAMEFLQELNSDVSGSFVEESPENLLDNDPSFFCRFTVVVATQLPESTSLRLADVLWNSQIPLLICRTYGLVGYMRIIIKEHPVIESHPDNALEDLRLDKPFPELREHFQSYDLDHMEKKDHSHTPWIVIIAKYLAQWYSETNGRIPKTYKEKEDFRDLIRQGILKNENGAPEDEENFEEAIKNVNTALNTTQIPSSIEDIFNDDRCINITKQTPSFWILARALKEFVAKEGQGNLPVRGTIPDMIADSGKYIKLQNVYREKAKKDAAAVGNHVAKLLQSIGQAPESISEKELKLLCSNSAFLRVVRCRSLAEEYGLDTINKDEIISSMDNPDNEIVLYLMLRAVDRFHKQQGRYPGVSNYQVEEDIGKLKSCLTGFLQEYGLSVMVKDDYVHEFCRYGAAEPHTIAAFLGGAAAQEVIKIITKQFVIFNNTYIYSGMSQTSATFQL
eLon inh: inhibitors of E. coli Lon protease, primary screen, biochemical, fluorescence polarization. P0A9M0. purified E. coli Lon protease. inhibition, % at 7.94 µM. 360,000 tested, 0.42% active. AID 602123, 2011; in the data active = inhibition above about 13%, passing the limit was not always enough;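 also: 0% = enzyme with probe and DMSO and 100% = no enzyme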
* hit, by the source's call; i = inactive; . = not tested or not shown.

Order of values – eLon inh	NRP1-CendR mod	MT1-MMP act inh	MLLE-PAM2 inh	FAS-TE inh	SKN-1 inh	Neddyl block	MsrA act	Rin1-Abl PPI inh
- CC(C)OC(=O)CSc1nnc(-c2ccccn2)n1C
→ -9	0	8	4	-8	10	i	-6	1
- OCC[C@H]1C[C@@H](O)[C@H](O)[C@@]2(Cc3ccccc3CCO2)O1
→ 2	3	1	9	-10	8	i	3	2
- O=C(Nc1cccc(C(F)(F)F)c1)NC1CCCCC1
→ 1	1	-4	-19	11	10	i	0	-7
- O=S(=O)(Nc1ccc2ccccc2c1)c1ccccc1
→ -5	9	0	-17	4	5	i	-4	-1
- Nc1nnnn1/N=C/c1cccc(OCc2ccccc2Cl)c1
→ -13	-7	-1	1	-7	-10	i	0	1
- CCCCCC(=O)Nc1cc(S(=O)(=O)N2CCOCC2)ccc1N1CCCC1
→ 0	-1	-3	-10	-3	6	i	-2	-4
- c1ccc(Cc2nc3ccccc3[nH]2)cc1
→ 2	-10	1	-17	-4	-17	i	-8	-2
- COc1ccc(NC(=O)C(C)N2C(=O)C3CC=C(Cl)CC3C2=O)cc1 (stereo not drawn)
→ 6	12	-2	-10	-6	1	i	-3	-2
- CC1(C)CC(=O)C2=C(C1)Nc1cc(C(=O)c3ccccc3)ccc1NC2c1ccccn1 (stereo not drawn)
→ -6	1	-10	15	-12	4	i	-1	0
- CCOc1ccc(N(CC(=O)NC2CCCCC2)C(=O)CCCC(=O)Nc2ccccn2)cc1
→ 4	0	3	-3	2	-9	i	-9	3
- COc1ccc(Nc2cc(=O)n(C3CCCCC3)c(=O)[nH]2)c(OC)c1
→ 3	5	-1	4	2	11	i	0	0
- COc1ccc(CCCc2n[nH]c(=S)o2)c(C)c1
→ -2	-4	-1	-85	-6	-2	i	3	-10
- COCOCCn1cc(CN2CCS(=O)(=O)N(Cc3ccc(-c4ccc(OC)nc4)cc3)C(C)C2=O)nn1 (stereo not drawn)
→ -1	-10	2	2	-17	5	i	-2	-2
- O=C(NN1C(=O)NC2(CCCCC2)C1=O)c1cc2ccccc2o1
→ -1	11	0	1	-6	3	i	-3	1
- Cc1cccc(Nc2nnc(SC3CCOC3=O)s2)c1C (stereo not drawn)
→ -4	4	-10	-11	-1	-3	i	2	-2
- Cc1ccc(-c2nc(CS(=O)(=O)CC(=O)N3CC(C)CC(C)C3)c(C)o2)cc1 (stereo not drawn)
→ -4	1	1	-13	3	-9	i	5	0
- CCSc1ccccc1C(=O)NCc1ccc2c(c1)OCO2
→ 9	-2	4	3	-8	-9	i	-13	0
- Cc1ccc(CSc2nnc(-c3ccccn3)n2Cc2cccs2)cc1
→ -6	-72	-7	-15	25	16	i	0	-2
- O=c1c2ccccc2nc2ccc(NCc3cccs3)nn12
→ 4	-16	-4	-2	-6	4	i	-3	-3
- O=C(c1ccccc1)C(CCc1ccccn1)CCc1ccccn1
→ -7	0	0	14	1	7	i	-4	3
- Nc1ccc2ncccc2c1N
→ -5	-7	-36	11	-9	4	i	-2	-3
- N#CCO/N=C(\c1ccccc1)c1ccncc1
→ -17	-2	3	-13	-4	-6	i	-10	-2
- NC(=S)NN=C1c2cc(S(=O)(=O)N3CCOCC3)ccc2-c2ccc(S(=O)(=O)N3CCOCC3)cc21
→ 3	-12	4	40*	9	5	i	-2	-4
- CCOc1ccccc1CNC(=O)c1ccc(NC(=O)C2=CSCCO2)cc1
→ -1	0	4	0	1	12	i	-7	-2
- COC(=O)C(Cc1cccc(C)n1)(c1ccccc1)c1ccccc1
→ 1	0	-4	3	17	13	i	-2	2
- CCOC(=O)N1CCC(NC(=O)c2ccc3c(Cl)c4c(nc3c2)CCCC4)CC1
→ 1	-2	-1	0	12	14	i	0	-1
- CNc1nc(-c2ccc(OC)cc2)c(-c2ccc(OC)cc2)s1
→ 0	-2	0	-63	1	-16	i	-4	0
- CC(C)OCCCn1c(=N)c(C(N)=S)cc2c(=O)n3ccccc3nc21
→ -33	-26	-20	-2	-18	-9	.	1	-2
- COC(=O)c1ccc(C2=NOC(C)(c3nnc(-c4cccc(Cl)c4)o3)C2)cc1 (stereo not drawn)
→ 17	2	2	-6	9	3	i	0	4
- COc1ccc(OC)c(S(=O)(=O)NCCC(C)C)c1
→ -2	6	1	2	0	12	i	0	4
- CN1CC(=O)N(C)c2nc(Br)n(C)c2C1=O
→ -5	11	-3	3	-6	12	i	-1	0
- COc1ccc(CNc2cc(C)ccc2C)c(OC)c1OC
→ -3	-6	-7	7	8	10	i	0	1
- Cc1ccc(/C=C/C(=O)N2CCN(S(=O)(=O)c3cccs3)CC2)o1
→ 4	-3	-3	6	3	0	i	-4	-2
- Cc1ccc(-c2c(C(=O)N/N=C/c3sccc3C)nnn2-c2nonc2N)cc1
→ 6	10	-3	-1	10	9	i	-4	2
- O=C(N/N=C/c1ccc(O)cc1)c1[nH]c2ccc(Br)cc2c1-c1ccccc1
→ -2	-4	13	7	18	15	.	-10	-1
- Cn1ccs/c1=N\C(=O)Nc1ccccc1
→ -10	24	-1	6	-10	5	i	-6	-2
- COC(=O)[C@]1(CC(C)C)N[C@H](c2ccc(-c3ccc(F)cc3)cc2)[C@@H]2C(=O)N(C)C(=O)[C@@H]21
→ -4	11	0	11	20	6	i	2	2
- O=S(=O)(c1ccccc1)N1CCN(C2CCCCCCC2)CC1
→ -4	-14	1	-3	5	22	i	-1	0
- Cc1c(C(=O)/C=C/c2ccccc2F)c2cc(O)ccc2n1C
→ -8	-1	1	-8	-7	14	i	-2	-1
- O=C(C(Cc1ccccc1)NS(=O)(=O)c1cccc2cccnc12)N1CCc2ccccc21 (stereo not drawn)
→ -7	2	-6	-8	26	-9	i	-4	4

Profiles from above:
Shown for `O=C(N/N=C/c1ccc(O)cc1)c1[nH]c2ccc(Br)cc2c1-c1ccccc1` = eLon inh = -2; NRP1-CendR mod = -4; MT1-MMP act inh = 13; MLLE-PAM2 inh = 7; FAS-TE inh = 18; SKN-1 inh = 15; Neddyl block = .; MsrA act = -10; Rin1-Abl PPI inh = -1
Shown for `Cc1ccc(-c2c(C(=O)N/N=C/c3sccc3C)nnn2-c2nonc2N)cc1` = eLon inh = 6; NRP1-CendR mod = 10; MT1-MMP act inh = -3; MLLE-PAM2 inh = -1; FAS-TE inh = 10; SKN-1 inh = 9; Neddyl block = i; MsrA act = -4; Rin1-Abl PPI inh = 2

Next part.
Order of values – eLon inh	NRP1-CendR mod	MT1-MMP act inh	MLLE-PAM2 inh	FAS-TE inh	SKN-1 inh	Neddyl block	MsrA act	Rin1-Abl PPI inh
- CCOC(=O)Cn1c(=O)oc2cc(S(=O)(=O)NC3CCCc4ccccc43)ccc21 (stereo not drawn)
→ -7	-5	1	0	4	-6	i	-3	3
- CC(=O)NC(Cc1ccc(F)cc1)C(=O)NC1CCN(c2ncccc2[N+](=O)[O-])CC1 (stereo not drawn)
→ 6	16	0	5	-1	-11	i	-4	-3
- Cc1ccc(N(C(=O)Cc2c[nH]c3ccccc23)C(C(=O)NC2CCCCC2)c2ccco2)cc1 (stereo not drawn)
→ -7	-4	4	-11	-7	4	i	-1	8
- COCCCN(Cc1cc(OC)c(OC)c(OC)c1)C(=S)Nc1cccc(SC)c1
→ -8	-8	5	-57	4	25	i	5	2
- CCOc1ccc(Nc2nc(N(C)c3ccccc3)nc(N)c2[N+](=O)[O-])cc1
→ -6	3	6	-7	-6	2	i	-2	2
- C#CCOCCOCCOCCNc1nc(N2CCN(C(=O)C([C@@H](C)O)n3cc([C@@H](N)CCCCN)nn3)CC2)nc(N2CCN(C(=O)[C@H](CCCCN)n3cc([C@@H](N)[C@H](C)CC)nn3)CC2)n1 (stereo partly drawn)
→ 14	3	0	11	-10	8	i	3	2
- CC(=O)NC(Cc1ccccc1F)C(=O)NC1CCN(S(=O)(=O)c2ccccc2)CC1 (stereo not drawn)
→ 4	0	1	-3	-3	-5	i	-2	-2
- CCOC(=O)C1(Cc2ccccc2C)CCCN(C(=O)c2cc(CC)nn2C)C1 (stereo not drawn)
→ 4	-7	-4	-5	3	3	i	-2	1
- O=C(Nc1ccc(F)cc1)Nc1nnc(Cc2ccccc2)s1
→ -4	10	0	9	1	11	i	0	0
- COc1ccc(N2C(=O)CC(NNc3nc4ccccc4s3)C2=O)cc1 (stereo not drawn)
→ -4	11	0	-13	-1	-1	i	-3	-3
- O=C(OCc1c(F)cccc1Cl)c1cnc2ccccc2n1
→ 6	-4	2	6	10	-19	i	-5	-2
- COc1ccc(/C=N/NC(=S)Nc2cccc(C(=O)O)c2)cc1
→ -1	3	1	19	-10	0	i	-6	1
- O=C(O)c1ccccc1C(=O)N1CCN(c2ncccn2)CC1
→ 5	8	-6	-4	-2	6	i	-2	2
- CCOC(=O)N1CCN(S(=O)(=O)c2ccc3c(c2)SC(C)C(=O)N3)CC1 (stereo not drawn)
→ -3	-16	3	11	-1	14	i	-4	-1
- CC(C)NC(=O)C(Cc1ccccc1)N1C(=O)c2ccccc2C1=O (stereo not drawn)
→ -18	0	1	-21	-5	15	i	-2	-1
- CSc1ccc(C(=O)C2CCCN(C(=O)CCCn3cncn3)C2)cc1 (stereo not drawn)
→ 14	3	0	4	-12	-8	i	-15	4
- O=C(/C=C/c1ccc([N+](=O)[O-])cc1)N1CCN(Cc2ccccc2)CC1
→ 13	-2	4	0	22	6	i	-2	-1
- COCCNS(=O)(=O)c1ccc(-c2ccc(S(=O)(=O)NCCOC)cc2)cc1
→ 1	-13	-3	-14	0	-1	i	-3	1
- CC(C)(C)NS(=O)(=O)c1ccc(Oc2ncc(C(F)(F)F)cc2Cl)cc1
→ -2	0	-1	0	16	-27	i	-2	2
- Cc1ccc(C2(C)NC(=O)N(CC(=O)Nc3ccccc3C(=O)N3CCCCC3)C2=O)cc1 (stereo not drawn)
→ -8	-6	4	5	-3	-20	i	-2	0

Individual results from the results shown:
COc1ccc(/C=N/NC(=S)Nc2cccc(C(=O)O)c2)cc1 in SKN-1 inh is entered as 0
CCOC(=O)C1(Cc2ccccc2C)CCCN(C(=O)c2cc(CC)nn2C)C1 (stereo not drawn) in MsrA act is entered as -2

Bioassay records (PubChem BioAssay)
